# Screening results: PubChem, The Scripps Research Institute Molecular Screening Center
# ARFGAP1 inhibitor: inhibitors of rat ARFGAP1 GAP activity, primary screen, biochemical, fluorescence polarization, GDP tracer. ADP-ribosylation factor GTPase-activating protein 1 (Rattus norvegicus), Q62848. Arfgap1-stimulated ARF1 GTP hydrolysis, GDP FP detection. inhibition, % at 16.5 µM. 360,000 compounds, 0.26% hits;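 active = inhibition above a per-plate limit, mean inhibition of low control wells plus 3 SD, cut at about 25% in these data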;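 also: 0% = DMSO wells with enzyme and 100% = wells lacking Arfgap1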
#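 Material: rat Arfgap1 GAP domain (His6, aa 1-136), purified enzyme. Also added: human ARF1(Δ1-17)-GTP substrate. Compound dosing: 16.5 µM single point, 1.26% DMSO. Timing: enzyme reaction 120 min at 25 °C after 20 min preincubation. Signal: GDP detection by fluorescence polarization. Read-out basis: percent inhibition of GAP-stimulated GDP formation, scaled between DMSO and no-Arfgap1 medians.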
# ADAM17 inh: ADAM17 inhibitors, primary screen, biochemical, QFRET. Disintegrin and metalloproteinase domain-containing protein 17 (Homo sapiens), P78536. recombinant ADAM17, EDANS/DABCYL FRET peptide cleavage. inhibition, % at 6.95 µM. 370,000 compounds, 0.83% hits. AID 720648, 2013;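 active = inhibition above the mean of compounds lying between control limits plus 3 SD, set per campaign, cut at about 8.5% in these data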;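 also: 0% = DMSO-only wells as the low control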
# Tn6 DDE FP: inhibitors of Tn6 peptide binding to fibrin DD(E), primary screen, biochemical, fluorescence polarization, human fibrin, Tn6 probe; AID 720509, 2013; inhibition, % at 8.3 µM; 370,000 compounds, 0.21% hits; Fibrinogen beta chain (Homo sapiens), P02675; Fibrin DD(E) TRITC-Tn6 fluorescence polarization displacement;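 active = inhibition above a per-campaign cutoff: mean of compounds within control limits plus 3 SD, cut at about 15% in these data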;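 also: 0% = median of all compound wells on the plate and 100% = blocking peptide control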
# PLC-gamma1 inh: PLC-gamma1 enzyme inhibitors, primary screen, biochemical, fluorescence, purified enzyme; 370,000 compounds, 0.84% hits; 1-phosphatidylinositol 4,5-bisphosphate phosphodiesterase gamma-1 (Homo sapiens), P19174; AID 720700, 2013; inhibition, % at 12.2 µM; fluorogenic substrate; in the data active = inhibition above about 9.5%
# ASAP1 GAP inh: inhibitors of human ASAP1 ArfGAP activity, primary screen, biochemical, fluorescence polarization; ASAP1-stimulated ARF1 GTP hydrolysis, GDP FP detection; Arf-GAP with SH3 domain, ANK repeat and PH domain-containing protein 1 (Homo sapiens), …; AID 624377, 2012; 360,000 compounds, 0.19% hits; inhibition, % at 16.5 µM; in the data active = inhibition above about 25%;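 also: 0% = vehicle with enzyme and substrate and 100% = no enzyme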
# Target sequence (Q9ULH1 325-724 limits assumed): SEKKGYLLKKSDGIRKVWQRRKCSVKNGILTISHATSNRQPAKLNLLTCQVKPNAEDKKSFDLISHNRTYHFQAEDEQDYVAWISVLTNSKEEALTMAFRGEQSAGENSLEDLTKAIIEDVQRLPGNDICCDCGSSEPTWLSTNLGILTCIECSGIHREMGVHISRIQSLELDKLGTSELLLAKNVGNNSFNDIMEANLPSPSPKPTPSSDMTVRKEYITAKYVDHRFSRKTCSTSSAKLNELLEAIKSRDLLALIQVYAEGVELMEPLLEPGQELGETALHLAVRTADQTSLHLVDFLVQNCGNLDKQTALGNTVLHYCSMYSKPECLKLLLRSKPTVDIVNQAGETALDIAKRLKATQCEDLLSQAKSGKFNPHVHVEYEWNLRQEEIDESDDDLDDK
# KLK7 zymogen act: proKLK7 zymogen activators, primary screen, biochemical, fluorescence intensity; purified proKLK7, EDANS-DABCYL substrate fluorescence; 100% is mature enzyme control, 0% vehicle; activation, % at 7 µM; AID 652039, 2013; Kallikrein-7 (Homo sapiens), P49862; 370,000 compounds, 0.9% hits;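 active = activation above the mean of all tested compounds plus 3 SD, computed per campaign excluding outliers beyond control limits, cut at about 13% in these data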
# Target sequence (P49862 whole entry, looked up): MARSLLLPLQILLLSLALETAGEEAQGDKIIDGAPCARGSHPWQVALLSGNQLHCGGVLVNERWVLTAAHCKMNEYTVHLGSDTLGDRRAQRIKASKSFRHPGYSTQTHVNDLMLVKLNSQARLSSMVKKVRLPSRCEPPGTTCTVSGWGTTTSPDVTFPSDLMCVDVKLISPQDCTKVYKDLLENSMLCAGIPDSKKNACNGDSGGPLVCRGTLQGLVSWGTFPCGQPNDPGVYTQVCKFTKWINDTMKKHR
# UHRF1 MBD2 ctr: UHRF1 methylated DNA binding inhibitors, primary screen, counter-screen for MBD2 inhibitor project, biochemical, TR-FRET, human UHRF1, single concentration. E3 ubiquitin-protein ligase UHRF1 (Homo sapiens), Q96T88. inhibition, % at 4.4 µM. UHRF1 binding to methylated oligo. 370,000 compounds, 0.75% hits. AID 687016, 2013; in the data active = inhibition above about 21%;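 also: UHRF1 SRA domain binding a hemimethylated CpG hairpin DNA probe; 0% = median of test compound wells and 100% = reference inhibitor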
# MBD2 inh: inhibitors of MBD2 binding to methylated DNA, primary screen, biochemical, TR-FRET, DNA-binding domain, human | Methyl-CpG-binding domain protein 2 (Homo sapiens), Q9UBB5 | MBD2 binding to methylated oligonucleotide | inhibition, % at 4.4 µM | 370,000 compounds, 0.31% hits; in the data active = inhibition above about 13%
# Target sequence (Q9UBB5 whole entry, looked up, the tested form may be a part): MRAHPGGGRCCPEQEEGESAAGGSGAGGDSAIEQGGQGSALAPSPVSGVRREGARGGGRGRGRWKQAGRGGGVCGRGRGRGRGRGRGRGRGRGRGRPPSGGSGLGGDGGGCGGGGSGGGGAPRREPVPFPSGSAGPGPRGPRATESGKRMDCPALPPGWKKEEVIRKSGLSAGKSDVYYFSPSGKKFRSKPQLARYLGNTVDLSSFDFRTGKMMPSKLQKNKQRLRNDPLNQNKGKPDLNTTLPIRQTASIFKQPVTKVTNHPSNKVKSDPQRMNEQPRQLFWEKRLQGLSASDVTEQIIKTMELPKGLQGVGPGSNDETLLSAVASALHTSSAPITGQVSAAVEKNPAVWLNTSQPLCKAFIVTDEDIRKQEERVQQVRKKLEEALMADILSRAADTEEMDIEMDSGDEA
# DDE Tn7 FP inh: inhibitors of Tn7 peptide binding to fibrin DD(E), primary screen, biochemical, fluorescence polarization, human fibrin, Tn7 probe; Fibrinogen beta chain (Homo sapiens), P02675; FP displacement of FITC-Tn7 peptide from fibrin DD(E); 0% = median of compound wells per plate; inhibition, % at 8.3 µM; 370,000 compounds, 0.13% hits;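 active = inhibition above the mean of compounds falling within the control limits plus 3 SD of them, cut at about 14% in these data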;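 also: 0% = plate median of compound wells and 100% = 10 µM Aha-Tn7 peptide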
#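 Test system – human fibrin DD(E) · Times – 10 min preincubation, 3 h with tracer, room temperature · Detection – fluorescence polarization of the labelled Tn7 tracer · Measure – percent inhibition normalized to high-control wells · Benchmarks – high control wells with 10 µM unlabelled Aha-Tn7 peptide (full inhibition) · Repeats – singlicate testing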
# PLC-beta3 inh: human PLC-beta3 inhibitors, primary screen, biochemical, fluorescence | Purified PLC-beta3, fluorogenic substrate | 1-phosphatidylinositol 4,5-bisphosphate phosphodiesterase beta-3 (Homo sapiens), Q01970 | 370,000 compounds, 0.18% hits | AID 720704, 2013 | inhibition, % at 12.2 µM; in the data active = inhibition above about 11%;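 also: 0% = median of compound wells on plate and 100% = full blocker control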
# The depositor's hits bear a star.
SMILES,ARFGAP1 inhibitor,ADAM17 inh,Tn6 DDE FP,PLC-gamma1 inh,ASAP1 GAP inh,KLK7 zymogen act,UHRF1 MBD2 ctr,MBD2 inh,DDE Tn7 FP inh,PLC-beta3 inh
COc1cc(OC)c(C2=NOC(C(=O)Nc3c(C)n(C)n(-c4ccccc4)c3=O)C2)cc1Cl (configuration not stated),-8,-1,-2,-1,-6,0.1,-1,-5,-3,-7
CC1(C)C(=O)Nc2ccccc2N1C(=O)CSc1nnc2ccccn12,-6,-6,3,-4,8,-0.1,-4,1,8,-4
CC1CCN(C(=O)c2[nH]cnc2C(=O)N[C@@H](Cc2ccccc2)C(=O)OC(C)(C)C)CC1,-2,-2,2,1,-3,0.7,0,6,6,2
CCc1ccc(NC(=O)C2CCCN2S(=O)(=O)c2ccc3c(c2)n(C)c(=O)c(=O)n3C)cc1 (configuration not stated),-3,-7,-1,-2,-9,-5.9,2,5,6,-4
COc1cc(NC(=O)CSC(=S)N2CCCC2)c(OC)cc1Cl,10,-3,1,5,-2,1.5,1,5,-2,-7
Cc1ccc(S(=O)(=O)C(C#N)c2nc3ccccc3nc2OC(C)C)cc1 (configuration not stated),6,-11,5,-18,2,0.3,-2,6,3,-28
Cn1ccsc1=NC(=O)c1ccc(=O)[nH]c1,-13,-1,1,-3,-7,-0.8,0,-3,5,-8
CC1(C)C(=O)Nc2ccccc2N1C(=O)COC(=O)CSc1ccc(F)cc1,16,0,2,1,3,0.3,-2,-6,5,0
CCCn1c(C(O)c2cc(OC)c(OC)c(OC)c2)nc2ccccc21 (configuration not stated),2,-2,2,0,4,0.2,1,0,-6,-1
Cc1cc(C)c2nc(-c3cccc(Cl)c3)c(C)c(C(=O)N3CCOCC3)c2c1,-5,4,-6,-3,0,0.2,-3,-3,-1,-16
O=C(Oc1ccc(-c2cnc3ccccc3n2)cc1)c1ccco1,-4,-6,5,-23,-4,0.2,0,4,-2,-32
O=C(c1scc2c1CCCC2)N1CCOCC1,5,-5,-2,4,9,-0.4,8,0,-4,3
O=[N+]([O-])c1ccc(N2CCN(CCO)CC2)cc1NCc1ccco1,19,0,1,-3,9,0.2,-7,-14,0,3
COc1ccc(C(C(=O)NC(C)(C)C)N(C(=O)CCC(=O)Nc2cc(C)on2)c2cccc(C)c2C)cc1 (configuration not stated),20,2,10,6,0,-0.8,-1,-7,-4,1
COc1cc(OC)nc(Nc2nc(C(C)N)cs2)n1 (configuration not stated),1,1,-3,4,6,-0.2,-5,-4,1,1
O=C(COc1ccc([N+](=O)[O-])cc1)N(C1CCCCC1)C1CCS(=O)(=O)C1 (configuration not stated),-16,-1,5,1,3,0.1,-3,4,0,-5
O=C1/C(=C/c2ccccn2)SC(=S)N1Cc1ccccc1,-5,-1,0,-2,2,0.3,-2,1,-2,-7
O=S(=O)(c1ccc(F)cc1)N1CCC(N2CCCCCC2)CC1,0,-1,9,1,4,-0.2,1,1,-1,4
COc1ccc(NC(=O)C(c2ccccc2)N(C)C(=O)CNC(C)=O)cc1 (configuration not stated),3,-4,0,4,-9,-0.1,3,7,0,-1
N#CCc1nc2c3c4c(sc3ncn2n1)CCCC4,-17,-3,-1,-3,1,-0.1,-3,-4,2,1
CC(C)NC(=O)c1ccc(N(Cc2ccccc2)S(C)(=O)=O)cc1,-3,0,11,-1,6,0.3,2,1,-1,-5
O=[N+]([O-])c1nn(-c2ccc(Cl)cc2)n(O)c1=NCc1ccccc1Cl,-4,-1,6,4,16,0.0,-7,-2,-3,-7
O=Cc1c(N2CCN(CCO)CC2)nc2ccccn2c1=O,22,-7,9,-33,-8,2.2,0,-1,3,-52
Cc1nc(SCC(=O)Nc2ccccc2Cl)oc1C,-10,3,7,-1,-6,-0.1,-3,1,-1,-5
Cc1onc(-c2c(Cl)cccc2Cl)c1C(=O)NCc1ccccn1,4,-4,1,1,-7,0.1,3,3,6,-3
Cc1cc(=O)n(Cc2ccccc2)c(O)c1C#N,0,-6,5,-23,0,1.2,-5,-4,7,-40
CC1(C(=O)NCc2ccccc2)Cc2c(-c3ccccc3)ccnc2O1 (configuration not stated),1,2,-5,5,0,-0.1,66*,1,-8,5
CCOC(=O)c1sc(NC(=O)CSc2n[nH]c(-c3ccncc3)n2)c(C#N)c1C,-6,-4,7,-1,2,0.0,1,1,2,-1
CCOc1ccc(NCCC#N)cc1,1,-3,-3,2,0,-0.8,-1,-3,-3,1
Cc1ccc(C)c(CNS(=O)(=O)c2ccc3c(c2)C(C)(C)C(=O)N3C)c1,-2,2,0,1,-4,-0.1,1,-1,7,-7
O=C(c1cc(-c2ccc(Br)cc2)nc2ccccc12)N1CCN(c2ccccc2O)CC1,7,0,5,2,10,-0.2,-1,-3,-1,-7
Nc1[nH]c(C(=O)c2ccccc2)c(-c2ccccc2)c1C(=O)NCCc1c[nH]c2ccccc12,5,1,-12,-2,9,0.1,1,-4,1,1
CCN(CC)c1cccc(OCC(=O)N2c3ccccc3CC2C)c1 (configuration not stated),-2,3,4,1,-4,-0.4,1,-1,-2,-2
COc1cc(NC(=O)c2c(F)c(F)c(F)c(F)c2F)c(OC)cc1Cl,-17,2,-1,-3,10,-0.1,-3,-6,-4,1
CCOc1ccc(CN2CCN(C(=O)c3ccccc3)CC2)cc1,-5,0,1,2,2,0.0,6,2,2,3
CCNC(=S)NNC(=O)c1cccn(Cc2ccc(Cl)cc2)c1=O,-3,-47,-1,-25,10,22*,1,1,1,-35
Cc1ccc2[nH]c(C(=O)NN=C3CCCCC3)c(-c3ccccc3)c2c1,7,-19,1,-93,5,-5.0,0,3,-1,-111
Cc1ccc(-c2nnc(-c3cccnc3)o2)cc1,-4,-2,-1,-2,5,-0.1,-1,1,-5,-1
O=C(COc1ccccc1)Nc1cccc(-c2nc3ccccc3[nH]2)c1,4,0,-8,-3,24,0.0,-2,0,1,-110
COc1ccccc1NC(=O)C1=C(C)Nc2ncnn2C1c1cccs1 (configuration not stated),0,1,-5,3,6,-0.4,-2,-5,0,4
Cc1cc(C)n2nc(C(=O)NNC(=O)c3ccc(Cl)cc3)nc2n1,1,0,-4,5,3,0.0,0,-1,4,-6
COc1cccc(C(C(=O)NCC2CCCO2)N(C(=O)Cn2nnc3ccccc32)c2ccc(NC(C)=O)cc2)c1OC (configuration not stated),2,-2,5,3,11,0.4,-3,4,1,-2
CC1=[N+](CC(=O)c2ccccc2)CCn2cccc21,14,-26,4,-90,-11,5.6,3,0,7,-100
COc1ccc(S(=O)(=O)N=N/C=C2\C=CC=CN2O)cc1OC,0,-6,-4,2,7,0.4,8,9,-1,0
CNC(=S)N/N=C/c1c(Cl)cccc1Cl,14,2,-4,0,-5,0.1,-4,-7,1,-4
Cc1cc(C(=O)NC2CCCc3c2cnn3-c2ccc(C)c(C)c2)no1 (configuration not stated),-2,-1,2,-2,-2,0.0,-4,-3,-4,-7
COC(=O)C1(CC2CC(c3ccncc3)=NO2)CCN(C(=O)OC(C)(C)C)CC1 (configuration not stated),-18,1,11,1,-5,0.9,7,-3,-7,-9
COc1ccc(N(C)C(=O)c2cc3c(s2)-c2ccccc2OC3)c(OC)c1,7,4,1,-14,-8,0.4,4,0,8,-22
Cc1cc(C)c(S(=O)(=O)N2CCCC(C(=O)N3CCOCC3)C2)c(C)c1 (configuration not stated),-6,2,4,2,-5,-0.1,-2,-1,0,-1
COc1ccc(CNC(=O)CCSCc2ccc(C)cc2)cc1,-6,-5,-5,-2,-7,0.9,-2,-2,6,-8
Cc1cccc(NC(=O)CCC(=O)N2CCOCC2)n1,16,-1,-7,1,0,0.5,3,-1,3,-5
CCNS(=O)(=O)c1ccc2c(c1)NCC2,1,-1,-9,-1,1,-0.6,-2,-4,5,3
COc1ccc(S(=O)(=O)Cc2ccc(C(=O)NCc3ccco3)o2)cc1,11,-4,-4,0,3,0.0,0,-3,-1,-5
Cc1ccc2c(c1)N(C(=O)CCC(=O)NCCN1CCOCC1)CCO2,-5,-4,1,0,-12,-0.1,-1,1,-7,0
COC(=O)n1c(=O)oc2cc(S(=O)(=O)N3CCOCC3)ccc21,-4,-6,2,1,4,-0.2,0,-4,6,1
CCn1c(SCc2cccnc2)nc2c1c(=O)n(C)c(=O)n2C,14,-2,-6,-1,-10,0.7,1,3,1,1
Cc1cccc(N2CCN(C(=O)CCNS(=O)(=O)c3ccc4c(c3)CCC(=O)N4)CC2)c1C,1,-3,2,-4,14,-0.2,-1,2,10,3
CC(C)C(c1nnnn1Cc1ccccc1)N(CCCO)Cc1cc2cc3c(cc2[nH]c1=O)OCO3 (configuration not stated),10,-33,-4,-155,8,9.3,-2,2,-1,-194
COc1ccc(NC(c2ccccc2)c2ccncc2)cc1 (configuration not stated),-5,-1,2,-4,-11,0.2,-1,-8,6,-7
Cc1c(NC(=O)c2ccc(N3C(=O)C4C5C=CC(C5)C4C3=O)cc2)c(=O)n(-c2ccccc2)n1C (configuration not stated),13,-1,-3,4,6,-0.2,0,0,-5,2
CC(=O)O[C@@H]1[C@H]2[C@@H](C[C@@H](C)[C@@H]3CCC(=O)[C@@]13C)OC(=O)[C@@H]2C,3,-5,6,-1,-5,-0.2,-5,3,0,-1
CC(=O)c1cc(CC=C(C)C)c(O)c(CC=C(C)C)c1O,0,-2,0,-12,12,-1.1,1,-1,-5,-6

# Another view of part of the listing above:
Compound | ARFGAP1 inhibitor | ADAM17 inh | Tn6 DDE FP | PLC-gamma1 inh | ASAP1 GAP inh | KLK7 zymogen act | UHRF1 MBD2 ctr | MBD2 inh | DDE Tn7 FP inh | PLC-beta3 inh
O=C(COc1ccccc1)Nc1cccc(-c2nc3ccccc3[nH]2)c1 | 4 | 0 | -8 | -3 | 24 | 0.0 | -2 | 0 | 1 | -110
CCOc1ccc(CN2CCN(C(=O)c3ccccc3)CC2)cc1 | -5 | 0 | 1 | 2 | 2 | 0.0 | 6 | 2 | 2 | 3
